MEKK3 PB1 HTS = modulators of MEKK3-MEK5 PB1 binding, primary screen, biochemical, wildtype MEKK3, multiplex bead flow cytometry, Alexa488-MEK5; Mitogen-activated protein kinase kinase kinase 3 (Homo sapiens), Q99759; bead-based flow cytometry, Alexa488-MEK5 binding to MEKK3; actives lie on both sides; 0 = blocked by unlabeled MEK5, 100 = vehicle; binding response (% of control), % at 10 µM; 290,000 tested, 1.4% active;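 active = binding response more than 3 SD above or below the average of its plate-row segment, actives on both sides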;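 also: Alexa488 bead fluorescence after subtracting the streptavidin-only scavenger bead signal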
OXTR ag = human OXTR agonists, primary screen, fluorescence, CHO-OTR cells, Fluo-8 calcium; Oxytocin receptor (Homo sapiens), P30559; Fluo-8 calcium fluorescence; normalized: DMSO 0%, oxytocin 100%; activation, % at 3 µM; 320,000 tested, 0.32% active;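 active = activation above the mean of all tested compounds plus 3 SD, cutoff set per screening run, cut at about 20% in these data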;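 also: peak over basal fluorescence ratio from a 100 s FLIPR kinetic read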
Target sequence (P30559 whole entry, looked up): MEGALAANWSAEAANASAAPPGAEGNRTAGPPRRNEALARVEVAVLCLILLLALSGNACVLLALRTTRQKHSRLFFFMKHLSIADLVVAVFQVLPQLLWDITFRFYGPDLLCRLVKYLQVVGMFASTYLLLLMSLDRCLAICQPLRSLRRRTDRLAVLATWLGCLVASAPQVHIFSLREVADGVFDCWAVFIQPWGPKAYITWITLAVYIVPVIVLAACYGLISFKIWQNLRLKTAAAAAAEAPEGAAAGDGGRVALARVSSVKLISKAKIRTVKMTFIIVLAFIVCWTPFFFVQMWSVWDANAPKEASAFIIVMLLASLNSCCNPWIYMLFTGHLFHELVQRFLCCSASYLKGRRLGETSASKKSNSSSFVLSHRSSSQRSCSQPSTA
GPR7 antagonist = GPR7 receptor antagonists, primary screen, cell-based, fluorescence, single concentration; 290,000 tested, 1.1% active; inhibition, % at 4.4 µM; Neuropeptides B/W receptor type 1 (Homo sapiens), P48145; GPR7-expressing cells, fluorescence antagonist assay; in the data active = inhibition above about 16%, passing the limit was not always enough;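 also: cells stimulated with the agonist NPW; 0% = agonist with vehicle and 100% = vehicle without agonist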
Target sequence (P48145 whole entry, looked up): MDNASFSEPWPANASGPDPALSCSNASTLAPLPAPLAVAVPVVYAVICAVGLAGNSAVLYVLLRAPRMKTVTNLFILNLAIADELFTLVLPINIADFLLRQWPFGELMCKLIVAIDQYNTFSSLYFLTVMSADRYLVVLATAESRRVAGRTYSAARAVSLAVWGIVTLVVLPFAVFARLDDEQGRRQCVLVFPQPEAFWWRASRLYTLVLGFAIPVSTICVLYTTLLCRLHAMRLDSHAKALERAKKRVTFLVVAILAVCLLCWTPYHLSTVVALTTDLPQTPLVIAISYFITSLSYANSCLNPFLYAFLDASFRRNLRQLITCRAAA
FID counter = compounds displacing fluorescent DNA intercalator, primary screen, artefact control for HCV NS3 helicase inhibitor project, biochemical, FID fluorescence. DNA fluorescent intercalator displacement. 290,000 tested, 0.17% active. AID 1845, 2009. inhibition, % at 7.9 µM; in the data active = inhibition above about 37%;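 also: 0% = vehicle and 100% = reference compound; higher means more ethidium bromide displaced from hairpin DNA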
NALP1 yeast inh = NALP1 inflammasome inhibitors in reconstituted yeast, colorimetric, S. cerevisiae, triplicate retest; S. cerevisiae NALP1/ASC/caspase-1 growth, X-gal OD620, 72 h; 280,000 tested, 0.61% active; inhibition, % at 10 µM; in the data active = inhibition mostly above about 24%, no sharp cut-off; inactive = mostly below about 32%; also: some compounds called inactive have numbers as strong as hits
M18AAP inhibitor = PfM18AAP inhibitors, malaria aminopeptidase, primary screen, biochemical, QFRET, recombinant enzyme; M18 aspartyl aminopeptidase (Plasmodium falciparum 3D7); 290,000 tested, 1.2% active; inhibition, % at 7.35 µM; H-Glu-NHMec fluorogenic cleavage;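 active = inhibition above the campaign mean inhibition over all tested compounds plus 3 SD, cut at about 28% in these data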;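 also: 0% = plate median of test compound wells and 100% = 2 mM ZnCl2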
MEKK2mut PB1 HTS = MEK5 binding signal on mutant MEKK2 PB1, primary screen, biochemical, multiplex bead flow cytometry, Alexa488-MEK5 | Alexa488-MEK5 binding to MEKK2 mutant | percent response, % at 10 µM | 290,000 tested, 0.35% active | AID 1530, 2009; in the data active = percent response above about 24%, passing the limit was not always enough; also: inactives centre near 1; some results filed as inactive read as strong as hits; reference of the scale not given here
PHOSPHO1 inh = PubChem AID 1565. Phosphoethanolamine/phosphocholine phosphatase (Homo sapiens), Q8TCT1. recombinant PHOSPHO1, absorbance phosphatase assay. inhibition, % at 13.3 µM. 290,000 tested, 1.1% active; in the data active = inhibition above about 60%
Target sequence (Q8TCT1 whole entry, looked up): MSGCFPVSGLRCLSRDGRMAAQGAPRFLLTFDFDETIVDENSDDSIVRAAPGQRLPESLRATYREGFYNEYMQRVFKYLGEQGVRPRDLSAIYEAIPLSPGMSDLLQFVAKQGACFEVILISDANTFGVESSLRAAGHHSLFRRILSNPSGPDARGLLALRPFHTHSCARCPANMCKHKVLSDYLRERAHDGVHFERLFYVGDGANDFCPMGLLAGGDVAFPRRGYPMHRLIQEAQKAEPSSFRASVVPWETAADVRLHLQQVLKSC
MEKK2 WT-MEK5 = modulators of MEK5 binding to wildtype MEKK2, primary screen, biochemical, multiplex bead flow cytometry, Alexa488-MEK5. Alexa488-MEK5 binding to MEKK2 WT; actives lie on both sides. binding response (% of control), % at 10 µM. 290,000 tested, 1.1% active; in the data active = binding response below about 67% or above about 130%
Starred values were filed as active, the others as inactive; [ ] = remark or other dose.

Screening Cc1cc(-n2c(SCC(=O)Nc3ccc(Br)cc3)nc3n[nH]c(C)c3c2=N)ccc1Cl returned MEKK3 PB1 HTS 100, OXTR ag -2.3, GPR7 antagonist -14, FID counter -11, NALP1 yeast inh 8, M18AAP inhibitor 0, MEKK2mut PB1 HTS -3, PHOSPHO1 inh -34 and MEKK2 WT-MEK5 90.
For CCOc1ccc(-c2c(C)n([O-])c3c([n+]2=O)CCCCC3)cc1 the results were MEKK3 PB1 HTS 91, OXTR ag 0.8, GPR7 antagonist -12, FID counter -1, NALP1 yeast inh 11, M18AAP inhibitor -2, MEKK2mut PB1 HTS -9, PHOSPHO1 inh 15 and MEKK2 WT-MEK5 91.
COc1ccc(C(=O)N/C(=C\c2cc(OC)c(OC)cc2[N+](=O)[O-])C(=O)NCC(=O)O)cc1 was read as MEKK3 PB1 HTS 104, OXTR ag 0.4, GPR7 antagonist -6, FID counter -6, NALP1 yeast inh -12, M18AAP inhibitor 0, MEKK2mut PB1 HTS -2, PHOSPHO1 inh 19 and MEKK2 WT-MEK5 98.
`Cc1cc(Cl)ccc1OCc1nc(-c2ccncc2)no1` gave MEKK3 PB1 HTS 73*[inhibitor], OXTR ag 1.2, GPR7 antagonist 2, FID counter -17, NALP1 yeast inh -1, M18AAP inhibitor -13, MEKK2mut PB1 HTS -9, PHOSPHO1 inh -31 and MEKK2 WT-MEK5 83.
COC(=O)c1oc2ccc(Cl)cc2c1NC(C)=O was read as MEKK3 PB1 HTS 102, OXTR ag 0.7, GPR7 antagonist -4, FID counter -2, NALP1 yeast inh -8, M18AAP inhibitor -2, MEKK2mut PB1 HTS 1, PHOSPHO1 inh 16 and MEKK2 WT-MEK5 106.
`Cn1c(C(O)c2ccccc2F)nc(Cl)c1Cl` (stereo unspecified) gave MEKK3 PB1 HTS 98, OXTR ag -0.5, GPR7 antagonist -8, FID counter 1, NALP1 yeast inh -31, M18AAP inhibitor 8, MEKK2mut PB1 HTS -2, PHOSPHO1 inh -28 and MEKK2 WT-MEK5 95.
For COc1ccc(Cc2nnc(NC(=O)c3ccccc3C)s2)cc1 the results were MEKK3 PB1 HTS 105, OXTR ag 2.2, GPR7 antagonist -8, FID counter -18, NALP1 yeast inh -23, M18AAP inhibitor 1, MEKK2mut PB1 HTS 8 and MEKK2 WT-MEK5 105.
`Cc1cc(-c2ccc(C)c(S(=O)(=O)NCc3ccc(Br)cc3)c2)on1` gave MEKK3 PB1 HTS 102, OXTR ag 0.7, GPR7 antagonist -9, FID counter -17, NALP1 yeast inh 2, M18AAP inhibitor 0, MEKK2mut PB1 HTS 1, PHOSPHO1 inh 17 and MEKK2 WT-MEK5 101.
Screening CCCCOc1cccc(C(=O)NNC(=S)NC2CCCCC2)c1 returned MEKK3 PB1 HTS 113, OXTR ag 0.2, GPR7 antagonist 1, FID counter -22, NALP1 yeast inh -6, M18AAP inhibitor 4, MEKK2mut PB1 HTS 2, PHOSPHO1 inh -5 and MEKK2 WT-MEK5 103.
CC1CCCCN1CCNC(=O)c1cc2c(=O)n(C)c3ccccc3c2n1C (stereo unspecified) was read as MEKK3 PB1 HTS 95, OXTR ag 1.1, GPR7 antagonist -8, FID counter 12, NALP1 yeast inh -4, M18AAP inhibitor 8, MEKK2mut PB1 HTS -6, PHOSPHO1 inh 15 and MEKK2 WT-MEK5 104.
For S=c1[nH]nc(-c2cccs2)n1/N=C/c1cccs1 the results were MEKK3 PB1 HTS 98, OXTR ag 0.4, GPR7 antagonist -1, FID counter -3, NALP1 yeast inh -11, M18AAP inhibitor 13, MEKK2mut PB1 HTS -4, PHOSPHO1 inh 56 and MEKK2 WT-MEK5 91.
`Cc1cccc(C(=O)OC2CCN(C)CC2)c1` gave MEKK3 PB1 HTS 102, OXTR ag 0.9, GPR7 antagonist -8, FID counter 12, NALP1 yeast inh 1, M18AAP inhibitor 0, MEKK2mut PB1 HTS -2, PHOSPHO1 inh 25 and MEKK2 WT-MEK5 97.
CCC(CC)C(=O)Nc1ccc(S(=O)(=O)Nc2nccs2)cc1 was read as MEKK3 PB1 HTS 104, OXTR ag 1.3, GPR7 antagonist -2, FID counter 0, NALP1 yeast inh 2, M18AAP inhibitor -6, MEKK2mut PB1 HTS -1, PHOSPHO1 inh 37 and MEKK2 WT-MEK5 99.
CCCCNC(=O)c1nn(-c2ccccc2OC)c(=O)c2ccccc12 was read as MEKK3 PB1 HTS 113, OXTR ag -1.3, GPR7 antagonist 13, FID counter -15, NALP1 yeast inh -1, M18AAP inhibitor 3, MEKK2mut PB1 HTS 17, PHOSPHO1 inh -18 and MEKK2 WT-MEK5 118.
Cc1ccc(N2CC(=O)N(c3ccc(C)cc3)CC2=O)cc1 was read as MEKK3 PB1 HTS 103, OXTR ag 0.8, GPR7 antagonist -16, FID counter 0, NALP1 yeast inh 16, M18AAP inhibitor 3, MEKK2mut PB1 HTS -1, PHOSPHO1 inh 6 and MEKK2 WT-MEK5 96.
For C/C(=C\C=C(C#N)C#N)c1cc(C#N)c(N)o1 the results were MEKK3 PB1 HTS 104, GPR7 antagonist -4, FID counter -22, NALP1 yeast inh 21, M18AAP inhibitor 10, MEKK2mut PB1 HTS 2, PHOSPHO1 inh 42 and MEKK2 WT-MEK5 104.
For COc1ccc(N2C(=O)CC(S/C(N)=N/N=C(\C)c3cccs3)C2=O)cc1 (stereo unspecified) the results were MEKK3 PB1 HTS 111, OXTR ag 2.3, GPR7 antagonist 1, FID counter -16, NALP1 yeast inh -4, M18AAP inhibitor 4, MEKK2mut PB1 HTS 5, PHOSPHO1 inh -19 and MEKK2 WT-MEK5 109.
`O=C(CS(=O)(=O)Cc1ccccc1)NCCc1ccc(F)cc1` gave MEKK3 PB1 HTS 102, OXTR ag -0.2, GPR7 antagonist -11, FID counter -14, NALP1 yeast inh -60, M18AAP inhibitor 2, MEKK2mut PB1 HTS 7, PHOSPHO1 inh 37 and MEKK2 WT-MEK5 107.
Screening Cc1c(OC(C)C(=O)NCc2ccccn2)ccc2c3c(c(=O)oc12)CCC3 (stereo unspecified) returned MEKK3 PB1 HTS 101, OXTR ag 3.5, GPR7 antagonist 0, FID counter -34, NALP1 yeast inh 19, M18AAP inhibitor 1, MEKK2mut PB1 HTS 0, PHOSPHO1 inh -11 and MEKK2 WT-MEK5 101.
Screening COc1ccc(S(=O)(=O)N2CC3C4C=CC(C4)C3C2)cc1 (stereo unspecified) returned MEKK3 PB1 HTS 107, OXTR ag -1.1, GPR7 antagonist -3, FID counter -10, NALP1 yeast inh 12, M18AAP inhibitor -8, MEKK2mut PB1 HTS 0, PHOSPHO1 inh 40 and MEKK2 WT-MEK5 103.

Part of the list above in order of formula weight, smallest number first:
For C/C(=C\C=C(C#N)C#N)c1cc(C#N)c(N)o1 the results were MEKK3 PB1 HTS 104, GPR7 antagonist -4, FID counter -22, NALP1 yeast inh 21, M18AAP inhibitor 10, MEKK2mut PB1 HTS 2, PHOSPHO1 inh 42 and MEKK2 WT-MEK5 104.
`Cn1c(C(O)c2ccccc2F)nc(Cl)c1Cl` (stereo unspecified) gave MEKK3 PB1 HTS 98, OXTR ag -0.5, GPR7 antagonist -8, FID counter 1, NALP1 yeast inh -31, M18AAP inhibitor 8, MEKK2mut PB1 HTS -2, PHOSPHO1 inh -28 and MEKK2 WT-MEK5 95.
CCCCNC(=O)c1nn(-c2ccccc2OC)c(=O)c2ccccc12 was read as MEKK3 PB1 HTS 113, OXTR ag -1.3, GPR7 antagonist 13, FID counter -15, NALP1 yeast inh -1, M18AAP inhibitor 3, MEKK2mut PB1 HTS 17, PHOSPHO1 inh -18 and MEKK2 WT-MEK5 118.

Remaining list, next part
Screening OC1COC(OCC2OC(OCc3ccccc3)C(O)C(O)C2O)C(O)C1O (stereo unspecified) returned MEKK3 PB1 HTS 85, OXTR ag -0.3, GPR7 antagonist -6, FID counter -7, NALP1 yeast inh -3, M18AAP inhibitor 35*, MEKK2mut PB1 HTS 1, PHOSPHO1 inh -8 and MEKK2 WT-MEK5 83.
For CCO[C@@H]1OC(C(=O)N2CCN(Cc3ccccc3)CC2)=C[C@H](C2CC2)[C@H]1CCCO the results were MEKK3 PB1 HTS 99, OXTR ag -0.1, GPR7 antagonist -6, FID counter -31, NALP1 yeast inh 9, M18AAP inhibitor -6, MEKK2mut PB1 HTS 4, PHOSPHO1 inh 26 and MEKK2 WT-MEK5 95.
`CCN1CCCC1CNCC(=O)Nc1ccc(OC(F)(F)F)cc1` (stereo unspecified) gave MEKK3 PB1 HTS 104, OXTR ag 0.6, GPR7 antagonist -6, FID counter 19, M18AAP inhibitor 8, MEKK2mut PB1 HTS 5, PHOSPHO1 inh 25 and MEKK2 WT-MEK5 106.
`Cc1ccccc1CN1[C@@H]2c3ccccc3C[C@@H]2OCCS1(=O)=O` gave MEKK3 PB1 HTS 103, OXTR ag -1.7, GPR7 antagonist -5, FID counter -31, NALP1 yeast inh 17, M18AAP inhibitor -7, MEKK2mut PB1 HTS -6, PHOSPHO1 inh -19 and MEKK2 WT-MEK5 99.
`COc1ccc([N+](=O)[O-])cc1NC(=O)COC(=O)c1ccc(O)cc1` gave MEKK3 PB1 HTS 97, OXTR ag 0.8, GPR7 antagonist -10, FID counter 6, NALP1 yeast inh 17, M18AAP inhibitor 5, MEKK2mut PB1 HTS -4, PHOSPHO1 inh -5 and MEKK2 WT-MEK5 97.
For CS(=O)(=O)c1ccc2nc(NC(=O)c3ccc(Cl)nc3)sc2c1 the results were MEKK3 PB1 HTS 123, OXTR ag 1.1, GPR7 antagonist -15, FID counter -7, NALP1 yeast inh 23, M18AAP inhibitor 5, MEKK2mut PB1 HTS 2, PHOSPHO1 inh -15 and MEKK2 WT-MEK5 105.
`Oc1c(Br)cc(/C=N/NC(=S)NCC2CCCO2)cc1Br` (stereo unspecified) gave MEKK3 PB1 HTS 96, OXTR ag 1.2, GPR7 antagonist -15, FID counter -12, NALP1 yeast inh -3, M18AAP inhibitor 13, MEKK2mut PB1 HTS -3, PHOSPHO1 inh 29 and MEKK2 WT-MEK5 98.
`Cc1ccc(NC2CCCN(C(=O)c3cccc(-c4ncc[nH]4)c3)C2)cc1C` (stereo unspecified) gave MEKK3 PB1 HTS 102, OXTR ag -0.1, GPR7 antagonist -5, FID counter -9, NALP1 yeast inh 10, M18AAP inhibitor 1, MEKK2mut PB1 HTS 3, PHOSPHO1 inh 17 and MEKK2 WT-MEK5 111.
Cc1cnc([N+](=O)[O-])n1CCOC(=O)NC(=O)c1c(F)cccc1F was read as MEKK3 PB1 HTS 90, OXTR ag 1.0, GPR7 antagonist -9, FID counter -3, NALP1 yeast inh 6, M18AAP inhibitor -7, MEKK2mut PB1 HTS -13, PHOSPHO1 inh 24 and MEKK2 WT-MEK5 87.
For COc1ccc(CC(=O)OC2CCCN(C)C2)cc1 (stereo unspecified) the results were MEKK3 PB1 HTS 95, OXTR ag 0.8, GPR7 antagonist -12, FID counter -6, NALP1 yeast inh 4, M18AAP inhibitor 9, MEKK2mut PB1 HTS -8, PHOSPHO1 inh 29 and MEKK2 WT-MEK5 89.
Screening CCc1nnc(NC(=O)C(NS(=O)(=O)c2ccc3c(c2)OCCO3)C(C)C)s1 (stereo unspecified) returned MEKK3 PB1 HTS 101, OXTR ag -1.5, GPR7 antagonist 4, FID counter -6, NALP1 yeast inh 1, M18AAP inhibitor 3, MEKK2mut PB1 HTS -1, PHOSPHO1 inh 1 and MEKK2 WT-MEK5 100.

High-throughput results deposited in PubChem by several laboratories.
